SIRT5 block – SIRT5 desuccinylase inhibitors, primary screen, biochemical, fluorescence imaging, single point, set 5; Purified SirT5, succinyl-peptide AMC, trypsin-coupled fluorescence; NAD-dependent protein deacylase sirtuin-5, mitochondrial (Homo sapiens), Q9NXA8; inhibition, % at 15 µM; 1.1% of 330,000 active; in the data active = inhibition above about 15%
Target sequence (Q9NXA8 whole entry, looked up): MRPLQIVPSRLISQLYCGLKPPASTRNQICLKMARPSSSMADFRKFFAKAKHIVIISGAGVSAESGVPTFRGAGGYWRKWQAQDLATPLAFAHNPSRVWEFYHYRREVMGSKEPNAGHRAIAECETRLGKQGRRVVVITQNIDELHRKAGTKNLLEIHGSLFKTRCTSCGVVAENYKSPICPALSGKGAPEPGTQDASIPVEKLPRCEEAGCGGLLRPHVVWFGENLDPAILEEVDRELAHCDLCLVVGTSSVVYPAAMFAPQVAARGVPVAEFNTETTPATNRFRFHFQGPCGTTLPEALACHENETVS
ARNT-TACC3 inh – disruptors of ARNT/TACC3 protein interaction, primary screen, biochemical, AlphaScreen, single concentration; Transforming acidic coiled-coil-containing protein 3 (Homo sapiens), Q9Y6A5; 0.66% of 390,000 active; AlphaScreen His-ARNT PAS-B/GST-TACC3 binding, luminescence; TACC3 fragment carries E629A point mutation; AID 623870, 2012; inhibition, % at 9.99 µM;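 active = mean inhibition of replicates at least 50% and at least half of replicates each reaching 50%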;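 also: 0% = complete ARNT plus TACC3 wells and 100% = ARNT alone without TACC3; many hits fall short of the cut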
ERp5 inh – inhibitors of ERp5-driven insulin aggregation, primary screen, biochemical, turbidity, absorbance 650 nm, single point | AID 651711, 2012 | Protein disulfide-isomerase A6 (Homo sapiens), Q15084 | 90 min | 0.05% of 350,000 active | inhibition, % at 9.99 µM;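 active = mean replicate inhibition above about 25%, with every replicate also reaching it, limit read from the data, passing the limit was not always enough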
Target sequence (Q15084 whole entry, looked up): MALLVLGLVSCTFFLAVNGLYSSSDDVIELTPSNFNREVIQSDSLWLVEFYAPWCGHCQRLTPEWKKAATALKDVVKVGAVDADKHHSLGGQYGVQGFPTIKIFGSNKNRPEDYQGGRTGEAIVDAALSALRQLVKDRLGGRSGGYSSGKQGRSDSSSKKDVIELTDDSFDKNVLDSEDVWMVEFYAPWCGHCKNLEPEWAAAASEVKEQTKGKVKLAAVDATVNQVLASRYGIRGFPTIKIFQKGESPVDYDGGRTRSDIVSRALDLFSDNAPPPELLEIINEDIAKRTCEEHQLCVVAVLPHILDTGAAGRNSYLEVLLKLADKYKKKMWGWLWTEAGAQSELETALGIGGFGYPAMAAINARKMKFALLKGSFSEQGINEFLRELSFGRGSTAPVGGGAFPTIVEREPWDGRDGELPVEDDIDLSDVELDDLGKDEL
C2C12 statin – suppressors of statin myotoxicity in C2C12 myotubes, primary screen, cell-based, single point, plate reader; 0.78% of 330,000 active; rescue of ATP level, % at 7.49 µM; C2C12 myotubes + simvastatin, ATP luminescence, 48 h; scaled: DMSO 0, geranylgeraniol control 100;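 active = mean ATP rescue above about 67%, or every replicate alone reaching that limit, limit read from the data, passing the limit was not always enough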;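 also: myotubes were challenged with 10 µM simvastatin during compound exposure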
Cneo AK release – Cryptococcus neoformans cell lysis inducers, primary screen, AK release luminescence, single concentration | C. neoformans lysis, adenylate kinase release luminescence, 4 h; normalised: neutral wells 0, clomiphene wells 100 | lysis activity, % at 15 µM | 0.2% of 360,000 active | AID 651654, 2012;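 active = mean lysis activity across replicates of at least 80%, whatever share of replicates individually reach that level; inactive = mean lysis activity below 80%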
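Assay system: Cryptococcus neoformans yeast cells / Dosing: single-point compound dose / Timing: 4 h at 37 °C static, read 1 h later / Measured by: luminescence of released adenylate kinase using an AK detection reagent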
esBAF inh – Bmi1 luciferase reporter increase in mESCs, primary screen, esBAF inhibitor project, mouse ES cells, Bmi1 luciferase knock-in, single point | 24 h; 100% = twice the neutral-well signal | reporter increase, % at 12.5 µM | 2% of 350,000 active; in the data active = activation above about 40%;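 also: 0% = median of the plate's neutral control wells and 100% = double that signal; a rise in the Bmi1 reporter signal indicates esBAF inhibition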
miR122 inh – miR-122 Renilla sensor signal increase in Huh7, primary screen, miR-122 inhibitor project, cell-based, single point, plate reader; Huh7 miR-122 Renilla luciferase sensor, 48 h; neutral wells = 0, positive control = 100; activation (reporter increase), % at 12.5 µM; 0.3% of 340,000 active;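 active = mean replicate activation score at least 90 and every replicate individually at or above 90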;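 also: higher luciferase means less miR-122 activity so hits act as miR-122 inhibitors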
The depositor's hits bear a star; . = not tested or not shown; [ ] = dose if it differs, or a comment.

SMILES | SIRT5 block | ARNT-TACC3 inh | ERp5 inh | C2C12 statin | Cneo AK release | esBAF inh | miR122 inh
CCc1nc2ccc(C(=O)N3CCN(C(=O)c4ccco4)CC3)cn2c1N(CC)Cc1cccc(Br)c1 | 3 | . | -7 | -1 | 0 | 5 | -6
CN(C)S(=O)(=O)c1cc(NC(=O)COC(=O)CC2Sc3ccccc3NC2=O)ccc1Cl (stereo not drawn) | . | -1 | -5 | 9 | -5 | 22 | 18
C[C@H](NC(=O)C[C@H]1CC[C@@H]2[C@H](COC[C@H](O)CN2C(=O)Nc2ccccc2)O1)c1ccccc1 | 2 | -1 | 0 | -4 | -3 | 14 | 5[16.7 µM]
CCOc1cc(C)c(C(C)C)cc1S(=O)(=O)N1CCOCC1 | . | 5 | . | 1 | -10 | 0 | 7
CSc1nc(=O)n2cccc(C)c2n1 | . | 9 | . | 36 | -3 | -1 | -10
C[C@H]1CCCCO[C@H](CN(C)C(=O)NC2CCCCC2)[C@@H](C)CN([C@@H](C)CO)C(=O)c2cc(NS(=O)(=O)c3ccc(Cl)cc3)ccc2O1 | 6 | 8 | 6 | . | -6 | 2 | 7[16.7 µM]
FC(F)(F)c1cccc(Nc2ncnc3ccccc23)c1 | . | -7 | . | -18 | -2 | 0 | 9
CSCCC(C(=O)Nc1c(C)cccc1C)N1CCN(C/C=C/c2ccccc2)CC1 (stereo not drawn) | 4 | . | 1 | -12 | 5 | -10 | 3
COc1ccc(NC(=O)Nc2ccc3c(c2)C(=O)N([C@H](C)CO)C[C@H](C)[C@H](CN(C)S(C)(=O)=O)OCCCC[C@H](C)O3)cc1 | 6 | 4 | 3 | . | -1 | -6 | -8[16.7 µM]
CC(C)Sc1nnc(-c2ccc(S(=O)(=O)N3CCOCC3)cc2)n1C | . | 1 | 1 | 1 | -3 | 2 | .
O=C(c1ccc([N+](=O)[O-])cc1)N1CCSC1c1ccc(Br)cc1 (stereo not drawn) | -3 | 1 | -4 | . | . | . | .
Cc1ccnc(NS(=O)(=O)c2cccc3nsnc23)c1 | . | -6 | . | -12 | 2 | -1 | 3
Cc1csc(NC(=O)C2=NN(c3ccccc3)C(=O)CC2)n1 | -4 | -18 | -8 | . | . | . | .
Cc1ccc(O)c(NC(=O)c2cc([N+](=O)[O-])ccc2Cl)c1 | -3 | 7 | 0 | . | . | . | 2
Nc1nc(SCc2ccccc2Cl)n[nH]1 | . | 3 | . | 6 | 1 | 1 | -1
C=CCn1c(SCC(=O)N2CCOCC2)nc(O)c(Cc2ccccc2)c1=O | . | -5 | . | . | 0 | -4 | 1
CC(C)NC(=O)Nc1ccc2c(c1)CC(=O)N([C@H](C)CO)C[C@@H](C)[C@@H](CN(C)Cc1ccc3c(c1)OCO3)O2 | 5 | 15 | 0 | -16 | 0 | -1 | 5[16.7 µM]
COc1cc(-c2nnc(SCc3cccnc3)n2C)cc(OC)c1O | -4 | 5 | -2 | 1 | 1 | 1 | -2
CC(/C=C/c1ccc(C)o1)=C\C(=O)O | . | -3 | . | 12 | -3 | 9 | -1
CCOC(=O)c1c(C)[nH]c(C(=O)OCC(=O)N(C)c2c(N)n(Cc3ccccc3)c(=O)[nH]c2=O)c1C | -2 | -2 | 2 | 5 | -1 | 0 | .
CC(C)NC(=O)NCC[C@@H]1CC[C@H](NS(=O)(=O)c2ccc(Oc3ccccc3)cc2)[C@@H](CO)O1 | -11 | 2 | 5 | 34 | -5 | 4 | .
CC(C)CC(=O)Nc1ccc(-c2nnn(CC(=O)NCc3ccco3)n2)cc1 | -3 | -5 | -8 | . | . | . | .
C[C@@H]1CN([C@@H](C)CO)C(=O)c2cc(NC(=O)Cn3cnnn3)ccc2O[C@H]1CN(C)S(=O)(=O)c1ccccc1 | 5 | . | 6 | 26 | . | 0 | 2[16.7 µM]
CCCCCC(=O)Nc1ccc2oc(-c3ccncc3)nc2c1 | . | -7 | . | 0 | . | 16 | -14
CC(C#N)N1CCN(S(=O)(=O)c2ccc3c(c2)CCC3)CC1 (stereo not drawn) | 2 | 6 | 4 | -1 | 0 | 8 | 3
(next part)
SMILES | SIRT5 block | ARNT-TACC3 inh | ERp5 inh | C2C12 statin | Cneo AK release | esBAF inh | miR122 inh
CCOC(=O)c1[nH]c2c(c1-c1ccccc1)C(=O)CC(c1ccc(Cl)cc1)C2 (stereo not drawn) | 10 | . | 1 | -11 | -3 | -20 | -6
O=C(NC1CC1)C1CCN(Cc2cnn(-c3ccccc3)c2-n2cccc2)CC1 | . | 5 | . | -1 | 3 | -4 | -5
C=CCSc1nnc(-c2cccc3ccccc23)o1 | 3 | 57* | -7 | 2 | 7 | -3 | 5
C/C(=N\NC(N)=S)C1(C)CC2(CC(C)(C)OC2=O)C(=O)O1 (stereo not drawn) | -3 | . | -6 | . | 0 | . | 0
CCCN(Cc1ccccc1)C(=S)Nc1ccc(OCC)cc1 | -2 | 11 | 7 | -23 | 11 | -1 | 9
CCC(=O)N[C@H]1CC[C@H](CC(=O)NCc2ccc(OC)cc2)O[C@@H]1CO | 2 | 8 | 3 | -3 | 52 | 2 | .
CCN(CC)S(=O)(=O)c1cccc(-c2nnc(SCC(=O)NCCC3=CCCCC3)n2N)c1 | . | 1 | . | 124* | 1 | -4 | -6
Cc1ccccc1CN(C)CCc1ccccn1 | 1 | 2 | 2 | . | . | . | .
COc1ccc(N(Cc2cc3cccc(C)c3[nH]c2=O)S(=O)(=O)c2ccc(Cl)cc2)cc1 | -5 | -3 | -1 | 29 | 0 | -8 | -8
COc1ccccc1-n1ccnc(SCC(=O)NC2CCCCC2)c1=O | -1 | 0 | 1 | 3 | 0 | -6 | 0
CC(=O)Nc1nnc(SCc2ccc(F)cc2)s1 | . | -1 | . | 13 | -4 | 46* | -2
Cc1csc(NC(=O)CSc2nnc(-c3ccc(Cl)cc3)n2N)n1 | . | 2 | . | 3 | 9 | 1 | 5
C[C@@H]1CN([C@H](C)CO)S(=O)(=O)c2ccc(C#CC3CC3)cc2O[C@@H]1CN(C)C(=O)C1CCCCC1 | . | . | . | -44 | . | 2 | -22[16.7 µM]
COc1ccc(NC(=O)NNC(=O)COc2ccc3cc(Br)ccc3c2)cc1OC | -2 | 1 | 0 | 1 | 0 | -2 | .
Cc1cc(SCC(=O)Nc2ccc(O)cc2)n2ncc(-c3ccccc3)c2n1 | -8 | 2 | 1 | 4 | -1 | 1 | -8
Fc1c(F)c(F)c(/C=N/NC(=S)Nc2cccnc2)c(F)c1F | -3 | 0 | 5 | -1 | . | -17 | -6
CC(C)Cn1c(=O)c2ccccc2c2ccccc2c1=O | -3 | -24 | -8 | 5 | -1 | 1 | 0
C[C@H]1CN([C@@H](C)CO)S(=O)(=O)c2ccc(-c3ccncc3)cc2O[C@@H]1CN(C)C(=O)C1CCCCC1 | . | . | . | -35 | . | -4 | 21[16.7 µM]
Cc1cc(C(=O)COC(=O)c2ccc(NC(=O)CC#N)cc2)c(C)n1CC(F)(F)F | . | . | -8 | -2 | 1 | 62* | -4
Cc1nc(-c2ccc(Cl)cc2)sc1C(=O)NN | -1 | -3 | -2 | . | 4 | . | -3
CC(C)NC(=O)CN1C(=O)NC(CCc2ccccc2)C1=O (stereo not drawn) | . | -7 | . | 114* | 1 | 4 | -7
C[C@H](NC(=O)c1ccc(Cl)cc1)C(=O)OCn1nnc2ccccc2c1=O | 5 | -2 | 1 | 6 | 3 | 1 | -12
COC(=O)[C@@H]1C[C@H]2CC[C@H](O)C[C@H]2N1Cc1ccc(C(C)(C)C)cc1 | . | -6 | 4 | 11 | 1 | 4 | .
Cc1ccc(C)c(-c2nc3cc(N)ccc3o2)c1 | . | -11 | . | 6 | . | -15 | 3
Cc1ccc(C(=O)N/C(=C/c2ccccc2)C(=O)NCc2ccncc2)cc1 | -3 | . | 0 | . | 0 | . | -3
(cont.)
SMILES | SIRT5 block | ARNT-TACC3 inh | ERp5 inh | C2C12 statin | Cneo AK release | esBAF inh | miR122 inh
CC(C)(C)c1ccc(C(=O)c2c[nH]c(C(=O)NCCc3ccccn3)c2)cc1 | -3 | 1 | 1 | 7 | -1 | 10 | 0
O=C(CCNC(=O)C1CCN(S(=O)(=O)c2ccc(F)cc2)CC1)Nc1ccccc1 | 8 | 1 | 4 | -1 | 2 | -5 | 3
FC(F)(F)c1cc(NC2CCCCC2)ccn1 | -2 | -10 | -1 | -2 | -1 | 7 | 3
CC(Oc1cccc2cccnc12)C(=O)N/N=C/c1ccccc1 (stereo not drawn) | 2 | -3 | 11 | -1 | 2 | -10 | 4
CN(C)CCNCCCNc1c2ccccc2nc2cccc([N+](=O)[O-])c12 | 0 | 2 | -16 | . | . | . | 1
Cc1ccc(S(=O)(=O)Nc2cccc3c2O[C@H](CN(C)Cc2ccc(C(F)(F)F)cc2)[C@@H](C)CN([C@@H](C)CO)C3=O)cc1 | -2 | -1 | 2 | 28 | 5 | -2 | 78[16.7 µM]
O=C(NN1CCOCC1)c1cc(-c2cccc(Cl)c2)nc2ccccc12 | -1 | -22 | 4 | . | . | . | -4
COc1ccc(NS(=O)(=O)c2c(F)cc(F)c(Cl)c2F)cc1S(=O)(=O)N1CCCCC1 | . | -18 | . | . | 2 | . | 34
O=S(=O)(c1ccc(C(F)(F)F)cc1)N1CCCN(c2ccc(C(F)(F)F)cn2)CC1 | -3 | -17 | 5 | 11 | -2 | -5 | -5
Cc1ccc(S(=O)(=O)N2CCC(C(=O)NCc3ccccc3Cl)CC2)cc1 | . | -24 | . | . | -4 | -4 | 2
C[C@@H]1CN([C@@H](C)CO)C(=O)c2cc(NS(=O)(=O)c3ccc(F)cc3)ccc2O[C@@H](C)CCCCO[C@@H]1CN(C)C(=O)CCCN(C)C | -3 | -1 | 0 | . | -4 | -1 | -1[16.7 µM]
O=C(NC1CCOCC1)C1CCC(=O)N(CCc2ccc(Cl)cc2)C1 (stereo not drawn) | -4 | -1 | -4 | -4 | 4 | 5 | -2
CNC[C@@H]1Oc2ccc(NC(=O)Nc3cccc4ccccc34)cc2C(=O)N([C@H](C)CO)C[C@@H]1C | 5 | 2 | 0 | 14 | 2 | -10 | 1[16.7 µM]
C/C=C1\COC(C(=O)NCCCN2CCCC2=O)(C(F)(F)F)C=C1C=C(C)C (stereo not drawn) | . | . | -1 | -11 | 1 | 8 | .
O=c1c2c(-c3cccs3)csc2ncn1-c1ccccc1 | . | -1 | . | -10 | 1 | 1 | -2
O=c1[nH]ncc(N/N=C\c2cccs2)c1Cl | 5 | 7 | 1 | -16 | . | 0 | -10
CCC(C)C(NC(=O)CCC(=O)OCC(=O)[C@@]1(O)CCC2[C@@H]3CCC4=CC(=O)C=C[C@]4(C)C3[C@@H](O)C[C@@]21C)C(=O)O (stereo partly drawn) | -6 | -5 | 5 | -4 | -3 | 4 | -3
OCC1(CCCc2ccccc2)CCN(Cc2cc(F)ccc2F)CC1 | 1 | 3 | -2 | 9 | 1 | -10 | -3
COc1cccc(C(=O)c2c[nH]c(C(=O)NCCCN3CCOCC3)c2)c1 | -1 | 6 | 2 | . | . | . | .

One compound at a time (already shown). Screens in order: SIRT5 block | ARNT-TACC3 inh | ERp5 inh | C2C12 statin | Cneo AK release | esBAF inh | miR122 inh
`C/C=C1\COC(C(=O)NCCCN2CCCC2=O)(C(F)(F)F)C=C1C=C(C)C` (stereo not drawn) in the list: . | . | -1 | -11 | 1 | 8 | .
`CN(C)CCNCCCNc1c2ccccc2nc2cccc([N+](=O)[O-])c12` in the list: 0 | 2 | -16 | . | . | . | 1

Single values from the entries so far.
miR122 inh with `CC(C)NC(=O)Nc1ccc2c(c1)CC(=O)N([C@H](C)CO)C[C@@H](C)[C@@H](CN(C)Cc1ccc3c(c1)OCO3)O2` is entered as 5[16.7 µM]
miR122 inh with `O=C(NN1CCOCC1)c1cc(-c2cccc(Cl)c2)nc2ccccc12` is entered as -4
ARNT-TACC3 inh with `COc1cc(-c2nnc(SCc3cccnc3)n2C)cc(OC)c1O` is entered as 5
SIRT5 block with `CCOC(=O)c1c(C)[nH]c(C(=O)OCC(=O)N(C)c2c(N)n(Cc3ccccc3)c(=O)[nH]c2=O)c1C` is entered as -2
